FEN1 inh – qHTS Assay for the Inhibitors of Human Flap endonuclease 1 (FEN1). P39748. Recombinant FEN1 flap cleavage, fluorescence, 15 min. Potency, µM (doses to about 114 µM), for inactives: at the top dose activity change, negative = inhibition, actives largely listed as inhibitors. 390,000 tested, 0.35% active. AID 588795, 2011; also: nearly all actives have a fitted effect of over 65% in size
Target sequence (P39748 whole entry, looked up): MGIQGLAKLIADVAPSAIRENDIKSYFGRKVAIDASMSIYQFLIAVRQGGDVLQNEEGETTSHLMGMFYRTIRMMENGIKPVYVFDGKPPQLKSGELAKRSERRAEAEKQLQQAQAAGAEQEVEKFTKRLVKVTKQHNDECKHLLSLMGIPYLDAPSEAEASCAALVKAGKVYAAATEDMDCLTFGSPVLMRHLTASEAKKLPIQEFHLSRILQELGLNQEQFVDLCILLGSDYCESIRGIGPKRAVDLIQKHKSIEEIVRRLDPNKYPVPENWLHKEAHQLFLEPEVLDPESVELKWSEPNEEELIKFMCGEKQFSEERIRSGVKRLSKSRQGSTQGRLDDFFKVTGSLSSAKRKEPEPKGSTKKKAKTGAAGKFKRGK
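With each library titrated from low to high concentration, compounds met 10 nM FEN1 for 15 min at room temperature before 50 nM substrate was added; readings at 0 and 15 min fed four-parameter Hill curve fits.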
GCN5L2 inh – qHTS Assay for Inhibitors of GCN5L2; Histone acetyltransferase KAT2A (Homo sapiens), Q92830; 390,000 tested, 0.21% active; GCN5L2 HAT assay, ThioGlo1 CoA-SH fluorescence; AID 504327, 2011; Potency, µM (series often up to 58.9 µM), inactives show at the top dose activity change, negative = inhibition, hits mostly inhibitors
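ThioGlo1-coupled HAT assay: 20nM GCN5L2, 70uM acetyl-CoA, 75uM H3(1-25) peptide, pH 7.5. Fluorescence read at 340/540nm at start and after 20 min at room temperature.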
N370S GC mod – qHTS Assay for Inhibitors and Activators of N370S glucocerebrosidase as a Potential Chaperone Treatment of Gaucher Disease; Lysosomal acid glucosylceramidase (Homo sapiens), P04062; Potency, µM (titrated, usually from 59.4 µM), for the others: at the highest dose activity change, negative = inhibition, usual class: inhibitors; AID 2101, 2009; N370S GC spleen homogenate, 4MU-glucoside fluorescence; 330,000 tested, 0.092% active;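 also: 0% = full enzyme activity and -100% = no enzyme basal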
Starred values were filed as active, the others as inactive; ? = inconclusive; . = no result given; [ ] = another dose, or the depositor's remark. Calls follow the shape of the dose curve; as a rule, active = well fitted curve in the direction sought with a large enough effect; inconclusive = small, poorly fitted or top-dose-only effect, or another doubt; inactive = no such curve, though single readings can be large; an effect the other way counts as inactive or inconclusive. Unless noted, % is scaled to controls: 0 for no effect and ±100 for the full control effect; potency is read from the fitted curve at half-maximal effect.

Molecule	FEN1 inh	GCN5L2 inh	N370S GC mod
CNC(=O)c1[nH]cnc1C(=O)N[C@@H](Cc1ccccc1)C(=O)OCc1ccccc1	-17%	2%	1%
CC(C)C(=O)N/N=C/c1ccc(OCc2ccccc2)cc1	-4%	-10%	-8%
COc1ccccc1COn1c(=O)c(-c2ccco2)[n+]([O-])c2ccccc21	0%	-9%	-1%
COc1ccccc1NC(=O)CSc1nccc(-c2ccco2)n1	-7%	-6%	.
Cc1ccc(N=Cc2nc(-c3ccc(C)cc3)oc2O)cc1	15%	0%	1%
Cc1cc(C(=O)Cn2nnc3ccccc3c2=O)c(C)n1-c1c(C)n(C)n(-c2ccccc2)c1=O	-2%	3%	4%
CC(C)(C)C1CCc2onc(C(=O)Nc3sc4c(c3C#N)CCCC4)c2C1 (stereo not given)	?	-22%	.
CCc1c(C)c2cc(Cl)c(O)c(CN3CCCC3)c2oc1=O	14%	?	?
CCOc1cccc(NCc2cc3c(C(C)(C)C)nn(-c4ccccc4)c3[nH]c2=O)c1	-22%	?	-3%
Cc1cccc2nc3c(nc12)-c1ccccc1C3=O	0%	-2%	0%
O=C(c1ccccc1/S(=N/S(=O)(=O)c1ccccc1)N1CCOCC1)N1CCOCC1 (stereo not given)	-2%	-13%	-11%
COc1cc(NC(=O)CC(C)n2ccnc2)cc(OC)c1 (stereo not given)	2%	-13%	-21%
Cc1ccc2nc(-c3ccc(NC(=O)CN4C(=O)c5ccccc5C4=O)cc3)sc2c1	-3%	44%[activator]	6%
O=C(/C=C/c1cccs1)c1ccc(NC(=O)c2cccc(Br)c2)cc1	-14%	4%	6%
CC(C)NC(=O)COC(=O)c1ccc(Oc2ccccc2)cc1	-8%	0%	2%
Cc1ccc(NC(=O)Cn2nnc(C(=O)NCc3ccccc3)c2N)cc1C	-13%	0%	0%
CC(=O)Nc1ccc(Nc2cc(-c3ccccc3)nc3ncnn23)cc1	-23%	-3%	-4%
Cc1ccc(NC(=O)c2oc3ccccc3c2NC(=O)Cc2cccs2)cc1	14%	-3%	.
O=C(Nc1ccc(N2CCOCC2)cc1)c1nc2ccccc2s1	-3%	19%	-4%
COc1ccccc1-c1cc2nc(C)c(CCC(=O)NC3CCCCC3)c(C)n2n1	11%	-2%	.
Cc1ccc(N(C)S(=O)(=O)c2cccc(C(=O)OCC(=O)N3CCCC(C)C3)c2)cc1 (stereo not given)	-16%	-7%	.
O=C1OC[C@@H]2CCCN2C(=O)[C@@H](CC(=O)N(CCO)Cc2ccccc2)C/C=C\CC[C@H]1Cc1ccc(F)cc1	-6%	-2%	.
N=C1/C(=C/c2ccc(OC(=O)c3ccco3)cc2)C(=O)N=C2SC=CN12	-1%	-7%	-13%
COCCCNC(=O)Cn1c(=O)n(-c2ccc(C)cc2)c(=O)c2c1c1cc(C)ccc1n2C	4%	-14%	.
COCCNc1nnc(SCC(=O)c2ccc3c(c2)OCO3)s1	-6%	-15%	-7%

Complete entries as entered above. Order of screens: FEN1 inh, GCN5L2 inh, N370S GC mod
CCOc1cccc(NCc2cc3c(C(C)(C)C)nn(-c4ccccc4)c3[nH]c2=O)c1 is listed with -22%, ?, -3%
Cc1ccc(NC(=O)Cn2nnc(C(=O)NCc3ccccc3)c2N)cc1C is listed with -13%, 0%, 0%

Continued:
Molecule	FEN1 inh	GCN5L2 inh	N370S GC mod
CC(C)OCC(O)CN1CCC(Cc2ccccc2)CC1 (stereo not given)	22%	0%	-11%
Cc1nnc(SCC(=O)Nc2nnc(SCc3cccc(Br)c3)s2)s1	-3%	1%	-2%
CC(=O)c1cccc(NC(=O)c2cc(-c3ccncc3)nc3ccccc23)c1	-2%	-3%	.
CSCCC(NS(=O)(=O)/C=C/c1ccccc1)C(=O)N1CCC(C)CC1 (stereo not given)	2%	-6%	-22%[2.35 µM]
CC1CCCCC12NC(=O)N(CC(=O)N1CCc3ccccc3C1)C2=O (stereo not given)	1%	-2%	-7%
CCOCCn1ccc2c(OCC(=O)Nc3ccc(OC(F)(F)F)cc3)cccc2c1=O	21%	2%	.
Cc1cc(Cl)ccc1OCc1n[nH]c(=S)n1C1CCCCC1	-17%	-15%	27%
CC1CC(=O)C2=C(C1)OC(N)=C(C#N)C2c1coc2ccccc2c1=O (stereo not given)	-10%	-2%	2%
CCOC(=O)c1[nH]cnc1C(=O)Nc1cccc(N)n1	1%	-10%	-6%
Cc1cccc(-n2ccc(=O)c(C(=O)Nc3ccc(S(=O)(=O)N4CCOCC4)cc3)n2)c1	4%	-6%	-8%
Cn1cccc1/C=N/NC(=O)c1cccs1	-4%	-10%	-2%
COC(=O)C1=C(C)NC(=S)NC1c1ccc(-c2cccc(Cl)c2)o1 (stereo not given)	-3%	-1%	0%
CC(=O)NC1CC(C)(C)N(OC(C)=O)C(C)(C)C1	0%	-2%	11%
CCOC(=O)N1CCN(C(=O)c2n[nH]c(=O)c3ccccc23)CC1	-2%	4%	7%
CC1CCN(S(=O)(=O)c2cccc(-c3csc(-c4cccnc4)n3)c2)CC1	8%	-11%	6%
CCCNC(=O)CSc1nc2[nH]ncc2c(=O)[nH]1	17%	-4%	9%
COc1ccc(Cl)cc1NC(=O)NC1CCCCC1	-3%	0%	7%
O=C(CSc1nc2c(c(=O)n1-c1ccccc1)SCC2)N1CCN(c2ccccc2)CC1	2%	3%	?
CC1CN(c2ccnc3cc(Cl)ccc23)CC(C)O1 (stereo not given)	12%	-5%	5%
O=C(NN=C1c2ccccc2-c2ccccc21)c1cccc(Br)c1	-5%	1%	7%
O=C(Nc1nc2ccccc2s1)c1ccc(OCC2CCCO2)cc1 (stereo not given)	-1%	-3%	-12%
CC[C@@H](C)C(NC(=O)OC(C)(C)C)c1cn([C@@H](Cc2ccc(O)cc2)C(=O)N2CCN(C(=O)OC(C)(C)C)CC2)nn1 (stereo not given in full)	-11%	8%	-26%
COc1cccc(CC(=O)Nc2ccc3c(c2)CCC3)c1	-16%	-7%	13%
COc1ccccc1C(=O)Nc1ccc2nc(SCCOc3ccccc3C)sc2c1	1%	-12%	.
COc1ccccc1NC(=O)CSc1nnc(-c2cccc(Cl)c2)o1	1%	-6%	.

Look-ups from above:
COc1ccccc1C(=O)Nc1ccc2nc(SCCOc3ccccc3C)sc2c1 | GCN5L2 inh = -12%
CCOC(=O)c1[nH]cnc1C(=O)Nc1cccc(N)n1 | FEN1 inh = 1%
CC[C@@H](C)C(NC(=O)OC(C)(C)C)c1cn([C@@H](Cc2ccc(O)cc2)C(=O)N2CCN(C(=O)OC(C)(C)C)CC2)nn1 (stereo not given in full) | GCN5L2 inh = 8%

Further structures:
Molecule	FEN1 inh	GCN5L2 inh	N370S GC mod
CCNC(=O)N1CCN(C(=O)NCC)CC1	23%	-11%	-17%
O=C(Nc1nccs1)c1nc[nH]c1C(=O)NCc1ccccc1	-20%	-5%	.
O=C(COc1ccc2ccccc2c1)Nc1nccs1	-10%	-2%	4%
COc1ccc(S(=O)(=O)NCc2ccco2)cc1C(=O)N1CCOCC1	7%	0%	-1%
Cc1ccc(S(=O)(=O)N(C)C[C@H]2Oc3c(NC(=O)Nc4cccc5ccccc45)cccc3C(=O)N([C@@H](C)CO)C[C@@H]2C)cc1	10%	-7%	.
C/C=C/C(=O)OCC(=O)NC(=O)NC(C)C	3%	-3%	5%
CC(Oc1ccc2ccc(=O)oc2c1)C(=O)NCCN1CCOCC1 (stereo not given)	24%	3%	4%
Cc1ccccc1NC(=O)Nc1ccc2nc(N3CCN(C)CC3)cc(C)c2c1	-7%	-6%	.
CN(CC(=O)Nc1ccc(Cl)c(C(F)(F)F)c1)C(=O)c1ccc(N2CCOCC2)c([N+](=O)[O-])c1	-23%	-9%	-11%
COc1cc(/C=N/NC(=O)CCn2c3ccccc3c3ccccc32)ccc1O	?	-11%	-9%
Cn1nc(C(C)(C)C)cc1C(=O)NCc1ccc(N2CCCC2=O)cc1	2%	-2%	5%
O=C1N=C(N2CCOCC2)S/C1=C\C=C/c1ccccc1	-13%	-13%	-14%
N#Cc1cn(CC(=O)NCc2cccnc2)c2ccccc12	-14%	-4%	-2%
O=C(COC(=O)c1cc[n+]([O-])cc1)Nc1cccc(Cl)c1Cl	-3%	-10%	-1%
CC1Cc2ccccc2N1C(=O)C1CCCN1S(=O)(=O)c1ccc(Cl)cc1 (stereo not given)	1%	-5%	-5%
CC[C@]12c3[nH]c4cc(-c5ccco5)ccc4c3CCN1C(=O)[C@@H](CC(=O)NCCCN(C)C)C[C@@H]2C(=O)N1CCN(C(=O)c2ccco2)CC1	15%	-15%	.
CCOC(=O)c1c(C)[nH]c(C)c1S(=O)(=O)N1CCN(c2cccc(C)c2)C(C)C1 (stereo not given)	-12%	-11%	-10%
COc1ccc(CCNC(=O)CSc2nn(-c3ccccc3)c(=S)s2)cc1	2%	-28%	2%
CC(C)C(=O)Nc1ccc2nn(-c3ccc(F)cc3)nc2c1	-1%	-1%	-4%
Cc1cc(C(=O)OCC(=O)Nc2ccccc2F)c(C)o1	0%	0%	13%
CCOc1cccc(C2C(C#N)=C(N)Oc3cc(C)n(Cc4ccccn4)c(=O)c32)c1OCC (stereo not given)	15%	0%	4%
O=c1c2ccccc2nc(COc2ccccc2)n1/N=C/c1c[nH]c2ccccc12	3%	-5%	15%
CCOc1ccc2nc(SCC(=O)NCc3ccco3)sc2c1	-10%	-7%	13%
COc1ccccc1C(=O)NNC(=O)c1ccc(NS(=O)(=O)c2cccs2)cc1	15%	-3%	-14%
COC(=O)c1c(NC(=O)c2nc(SCc3ccc(C)cc3)ncc2Cl)sc2c1CCCC2	13%	1%	.

Reformatted: four of the compounds above.
Cc1cccc2nc3c(nc12)-c1ccccc1C3=O
  FEN1 inh: 0%
  GCN5L2 inh: -2%
  N370S GC mod: 0%
O=C(c1ccccc1/S(=N/S(=O)(=O)c1ccccc1)N1CCOCC1)N1CCOCC1 (stereo not given)
  FEN1 inh: -2%
  GCN5L2 inh: -13%
  N370S GC mod: -11%
COc1cc(NC(=O)CC(C)n2ccnc2)cc(OC)c1 (stereo not given)
  FEN1 inh: 2%
  GCN5L2 inh: -13%
  N370S GC mod: -21%
Cc1ccc2nc(-c3ccc(NC(=O)CN4C(=O)c5ccccc5C4=O)cc3)sc2c1
  FEN1 inh: -3%
  GCN5L2 inh: 44%[activator]
  N370S GC mod: 6%

Other records
Molecule	FEN1 inh	GCN5L2 inh	N370S GC mod
Cc1c(Cc2ccccc2)c(=O)oc2cc(OCC(=O)NCC(O)c3ccccc3)ccc12 (stereo not given)	0%	-5%	-4%
Cc1cc(C(=O)OCC(=O)NC(=O)NC(C)(C)C)c(C)o1	-2%	-6%	9%
O=C(CSc1nnc2scc(-c3ccccc3)n12)Nc1ccc(Cl)cc1	16%	-6%	.
Cc1cccc(OCC(=O)Nc2nnc(-c3ccco3)s2)c1	12%	-9%	5%
CSC1=NSC2=NC(=O)/C(=C\c3ccc(OC(=O)c4ccco4)cc3)C(=N)N12	-3%	-24%	2%
CCC(C)(C)n1nnnc1C(CC(C)C)N1CCC(C(N)=O)CC1 (stereo not given)	6%	-2%	-22%
CON(C)S(=O)(=O)c1ccc2c(c1)N(Cc1ccc(C)cc1)C(=O)C1CCCN21 (stereo not given)	-19%	-5%	6%
CC(C)(C)NC(=O)CSC(=Nc1cccc(F)c1)NC#N	3%	-3%	4%
CCN1CCN(C(=O)c2ccc(C(F)(F)F)cc2)CC1	-6%	-15%	-1%
COc1ccc(OCC(=O)OCCN2C(=O)c3ccccc3C2=O)cc1	-4%	-5%	6%
CC(=O)Nc1ccc(C(=O)N/N=C/c2ccc(F)cc2)cc1	-1%	3%	9%
COC(=O)C1CCN(C(=O)COC(=O)C2CCN(S(=O)(=O)c3c(Cl)cccc3Cl)CC2)CC1	2%	-1%	-2%
O=C(Cc1ccc([N+](=O)[O-])cc1)Nc1ccc(Br)cn1	3%	7%	-11%
CCN1CCN(c2nc3sc4c(c3c3ncnn23)CC(C)CC4)CC1 (stereo not given)	-21%	-1%	7%[2.35 µM]
CCCNC(=O)c1ccc2c(=O)c(O)c(C)[nH]c2c1	-8%	22%	7%

Grouped by structure, the compounds so far with a nitro group on carbon.
Molecule	FEN1 inh	GCN5L2 inh	N370S GC mod
CN(CC(=O)Nc1ccc(Cl)c(C(F)(F)F)c1)C(=O)c1ccc(N2CCOCC2)c([N+](=O)[O-])c1	-23%	-9%	-11%
O=C(Cc1ccc([N+](=O)[O-])cc1)Nc1ccc(Br)cn1	3%	7%	-11%

This is a subset (hit frequency here may not be typical).
